# GSIS activator: GLuc luminescence reporter in INS-1E cells, primary screen for activators of glucose-dependent secretion of insulin. INS-1E GLuc reporter insulin secretion, 2-3 h. AID 743287. 370,000 tested, 0.61% active. activation, % at 16.6 µM;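 active = lowest replicate activation of at least 40%, so every replicate reaches that level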;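 note: 0% = median of neutral control wells and 100% = median of IBMX positive control wells; some compounds called inactive have numbers as strong as hits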
# RAD52 anneal inh: blocks human RAD52 DNA annealing | 360,000 tested, 0.46% active | inhibition, % at 18.7 µM | AID 651710 | recombinant RAD52 DNA annealing, FRET fluorescence;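 active = every replicate showing at least 50% inhibition; inconclusive = mean inhibition at least 50% but not in every replicate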
# XiGFP reactiv: X-chromosome reactivation activator | activation, % at 7.58 µM | XiGFP mouse fibroblasts, % GFP-positive cells imaging, 3 d; cells co-treated with 5-aza-dC sensitizer; scaled so ellipticine positive control = 100% | AID 743238 | 360,000 tested, 0.055% active;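 active = mean normalized replicate activation at least 10% and every replicate at or above 10%; inconclusive = only one of the two criteria met; inactive = mean below 10% and not all replicates reach 10%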;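 note: 0% = median of on-plate neutral control wells and 100% = ellipticine 6 µM median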
#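 System: SV40-immortalized XiGFP fibroblast cells, line 68-5-11 / Incubation: 3-day compound exposure, then 15 min fixation at room temperature / Compound: single concentration per compound, delivered by pin transfer / Buffer or medium: DMEM plus 5-aza-dC sensitizer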
# esBAF inh: inhibitors of esBAF chromatin remodeling in mouse ES cells. Bmi1-luciferase knock-in reporter, 24 h; 100% = twice the neutral-well signal. reporter increase, % at 12.5 µM. 350,000 tested, 2% active. AID 602393; in the data active = activation above about 40%; inconclusive = no clear call, values can overlap the other calls;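 note: 0% = median of the plate's neutral control wells and 100% = double that signal; a rise in the Bmi1 reporter signal indicates esBAF inhibition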
# ERAP1 inh: inhibitors of human ERAP1 aminopeptidase; inhibition, % at 10.7 µM; AID 652197; Q9NZ08; 340,000 tested, 0.15% active; recombinant ERAP1, Leu-AMC fluorescence, 60 min;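 active = mean replicate inhibition of at least 30%, or all replicates individually reaching that 30% level; inactive = mean below 30% and not every replicate reaching it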;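 note: 0% = neutral control wells and 100% = L-leucinethiol positive control wells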
# F508del corr: correctors of CFTR F508del function in bronchial epithelial cells | activity (quench increase), % at 7.58 µM | AID 720511 | 350,000 tested, 0.36% active | CFBE cells, YFP halide quenching; stimulated with forskolin plus potentiator P3; % fluorescence drop versus neutral controls;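 active = mean added fluorescence quench of at least 8% versus neutral control, with both replicates also reaching 8%; inconclusive = only one of the mean or replicate conditions met; inactive = mean below 8% and not both replicates reaching 8%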;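 note: cells transiently co-express mutant CFTR-F508del with the halide-sensitive YFP; corrector assay measuring rescue of mutant channel to the surface after 24 h compound exposure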
# RAD54 branch: RAD54 (human) branch migration inhibition; RAD54 Holliday junction branch migration, FAM/BHQ fluorescence; inhibition, % at 10.4 µM; 360,000 tested, 0.14% active; AID 602329;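 active = mean normalized replicate activity at least 40 and at least half of replicates scoring 40 or more; inconclusive = only one of the two criteria met; inactive = mean below 40 and under half of replicates reaching 40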;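 note: 0% = median of neutral control wells and 100% = median of positive control wells; inhibitors cause a drop in the FAM fluorescence signal; in these data hits start at about 50%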
# Target sequence (Q92698 whole entry, looked up): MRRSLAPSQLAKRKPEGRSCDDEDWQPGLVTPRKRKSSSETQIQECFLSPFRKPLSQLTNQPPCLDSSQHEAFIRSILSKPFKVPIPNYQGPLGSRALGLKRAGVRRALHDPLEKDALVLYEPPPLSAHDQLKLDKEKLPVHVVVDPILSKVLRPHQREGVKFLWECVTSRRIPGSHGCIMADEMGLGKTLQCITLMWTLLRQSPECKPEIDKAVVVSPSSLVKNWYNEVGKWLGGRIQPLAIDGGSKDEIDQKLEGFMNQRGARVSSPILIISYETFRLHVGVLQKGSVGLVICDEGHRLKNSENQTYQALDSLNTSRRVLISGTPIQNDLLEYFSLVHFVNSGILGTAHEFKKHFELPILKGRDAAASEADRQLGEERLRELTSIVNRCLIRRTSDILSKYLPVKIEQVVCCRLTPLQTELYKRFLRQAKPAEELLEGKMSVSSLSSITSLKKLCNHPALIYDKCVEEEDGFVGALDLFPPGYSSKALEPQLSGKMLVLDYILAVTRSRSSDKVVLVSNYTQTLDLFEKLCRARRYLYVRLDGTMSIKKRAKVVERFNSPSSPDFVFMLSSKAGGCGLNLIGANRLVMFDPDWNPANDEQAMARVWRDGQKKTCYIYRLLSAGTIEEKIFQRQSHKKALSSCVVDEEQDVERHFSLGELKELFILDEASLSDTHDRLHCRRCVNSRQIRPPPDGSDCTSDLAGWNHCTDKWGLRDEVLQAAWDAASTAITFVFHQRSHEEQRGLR
# ARNT TACC3 PPI: disruptors of human ARNT/TACC3 interaction; inhibition, % at 9.99 µM; AlphaScreen His-ARNT PAS-B/GST-TACC3 binding, luminescence; TACC3 fragment carries E629A point mutation; 390,000 tested, 0.66% active; AID 623870; Q9Y6A5;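 active = mean inhibition of replicates at least 50% and at least half of replicates each reaching 50%; inconclusive = half or more replicates reach 50% but mean below 50%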;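 note: 0% = complete ARNT plus TACC3 wells and 100% = ARNT alone without TACC3; many hits fall short of the cut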
# * hit, by the source's call; ? = inconclusive; / = not tested or not shown. The order is random (roughly 3.3% active in at least one column).
SMILES,GSIS activator,RAD52 anneal inh,XiGFP reactiv,esBAF inh,ERAP1 inh,F508del corr,RAD54 branch,ARNT TACC3 PPI
COC(=O)c1ccc(NC(=S)NC(=O)C2CCC2)cc1,18,-15,0.0,/,1,0.8,-2,5
COC(=O)c1ccc(OC(=O)CN2C(=O)c3ccccc3C2=O)cc1,/,1,0.0,-4,2,-1.0,4,10
Cn1c(=NC(=O)COc2ccccc2)sc2ccccc21,11,-1,0.0,/,2,1.3,/,-3
CC(C)Cn1c(-c2ccco2)nc2c(c(=O)c3ccccc3n2C)c1=O,-30,-11,0.0,/,2,/,/,/
O=S(=O)(Nc1ccccc1N1CCCCC1)c1ccc(F)cc1F,6,-17,0.0,-6,-3,2.6,-2,-5
COc1ccc(C)cc1NC(=O)C(Sc1nnnn1C)c1ccccc1 (configuration not stated),6,-4,0.0,-4,-2,-1.2,0,-4
COc1ccc(Cn2ccnc2SCC(=O)NC2CCCCC2)cc1,/,2,0.1,4,0,-2.5,-11,-12
O=C(Cc1ccc([N+](=O)[O-])cc1)N/N=C/c1ccccc1F,3,-12,0.1,7,-4,-5.7,-21,-1
CCOC(=O)C1(CCc2ccccc2)CCN(C(=O)C(C)n2cncn2)CC1 (configuration not stated),-2,4,0.0,-2,4,1.2,-4,1
COc1cccc(CNC(=O)CCNS(=O)(=O)c2cccc3nsnc23)c1,29,-10,0.0,/,0,3.1,/,2
O=C(OCc1cccc([N+](=O)[O-])c1)c1cccnc1Cl,7,-3,0.1,-2,-8,-2.8,12,-2
C/C=C/c1ccc2c(c1)O[C@H](CN(C)C(=O)c1ccccc1)[C@@H](C)CN([C@H](C)CO)S2(=O)=O,-13,19,-0.5,3,1,-2.2,8,0
CS(=O)(=O)NN1C(=O)c2ccccc2NC1c1cccc2cccnc12 (configuration not stated),-4,-7,-0.1,/,5,0.5,/,/
O=C(NCc1ccccn1)Nc1ccc(F)c(Cl)c1,1,-10,0.1,4,-1,0.5,-3,-2
CCOC(=O)C1C(=O)C(=O)N(C(C)C)C1C(=O)OCC (configuration not stated),-10,-6,0.0,2,0,0.1,5,-1
O=c1cc(CO)oc(CN2CCN(c3ccccc3F)CC2)c1O,7,/,/,-5,/,/,0,2
Cc1noc(C)c1NC(=O)Nc1ccc2c(c1)C(=O)N([C@H](C)CO)C[C@H](C)[C@@H](CN(C)Cc1ccc(Cl)c(Cl)c1)OCCCC[C@H](C)O2,-4,14,0.2,4,-4,-0.4,4,37
Cc1ccc(S(=O)(=O)NC2CC(C)(C)NC(C)(C)C2)cc1C,2,6,0.0,-12,5,0.7,0,-3
CCC(=O)N(C)C[C@H]1Oc2cc(C#Cc3ccncc3)ccc2S(=O)(=O)N([C@H](C)CO)C[C@H]1C,-21,-8,0.0,-2,3,3.8,-4,0
C[C@@H]1CN([C@@H](C)CO)S(=O)(=O)c2ccc(-c3ccncc3)cc2O[C@@H]1CN(C)Cc1cccnc1,10,-15,-0.8,-4,2,0.1,1,-1

# Full records as entered above. Screens in order: GSIS activator, RAD52 anneal inh, XiGFP reactiv, esBAF inh, ERAP1 inh, F508del corr, RAD54 branch, ARNT TACC3 PPI
# CCOC(=O)C1(CCc2ccccc2)CCN(C(=O)C(C)n2cncn2)CC1 (configuration not stated) across the screens: -2, 4, 0.0, -2, 4, 1.2, -4, 1
# COc1ccc(C)cc1NC(=O)C(Sc1nnnn1C)c1ccccc1 (configuration not stated) across the screens: 6, -4, 0.0, -4, -2, -1.2, 0, -4

# Other compounds follow.
SMILES,GSIS activator,RAD52 anneal inh,XiGFP reactiv,esBAF inh,ERAP1 inh,F508del corr,RAD54 branch,ARNT TACC3 PPI
COc1ccc(NC(=O)CSc2n[nH]c(N)n2)c([N+](=O)[O-])c1,8,-15,/,-2,-3,-0.3,3,-8
CCCNC(=O)C[C@H]1C[C@@H]2c3cc(NS(=O)(=O)c4cccc(OC)c4)ccc3O[C@@H]2[C@@H](CO)O1,-8,4,0.0,4,1,-2.6,11,-4
COCC(=O)Nc1ccc2c(c1)C(=O)N(C)[C@@H]1CC[C@H](CC(=O)Nc3cn(C)nc3C)O[C@@H]1CO2,1,/,0.2,2,/,-0.1,-15,2
CCOC(=O)C1(CC2CCCCO2)CCN(C(=O)Nc2ccc(C)c(C)c2)CC1 (configuration not stated),-16,4,0.2,/,7,-3.6,/,-13
CCCCCC(=O)N1CC2(CC(c3cccc(NC(=O)COc4ccc(Cl)cc4)c3)=NO2)C[C@@H]1C(N)=O (some centres not stated),-18,-51,0.0,7,2,2.0,-7,0
CCOc1ccccc1NC(=O)NCCN1CCCCC1,4,-26,1.1,-3,-2,1.4,0,27
Cc1ccc(C(=O)Cc2nnc(C)s2)cc1,7,/,0.3,37,/,/,-18,-2
Cc1nn(-c2ccccc2)nc1C(=O)Nc1ccccc1C(=O)NCC1CC1,11,-24,0.3,/,-1,-0.5,/,/
CCCCc1nnc(NC(=O)CN(C)S(=O)(=O)c2ccc(C)cc2)s1,11,-10,0.3,-12,0,0.4,-13,-3
Cc1noc(C)c1S(=O)(=O)Nc1ccc2c(c1)C(=O)N([C@H](C)CO)C[C@@H](C)[C@H](CN(C)CC1CCCCC1)O2,1,3,0.2,-3,1,-1.6,1,-3
CC(=O)NC(=S)Nc1cccc2c(C)cc(C)nc12,1,-17,0.4,/,-3,-0.6,/,/
C/C=C/c1cnc2c(c1)C(=O)N([C@@H](C)CO)C[C@@H](C)[C@H](CN(C)S(=O)(=O)c1ccccc1)O2,9,-3,-1.2,-1,0,1.9,5,-10
COc1ccc(-c2cn(-c3cccc(C)c3)c(=O)[nH]2)cc1OC,/,-8,0.2,21,0,4.0,0,-2
COc1c(Cl)cc(C(=O)Nc2cccnc2)cc1Cl,12,7,-0.1,6,1,1.8,1,/
CCCCONc1ncnc2nonc12,24,/,-0.1,/,/,/,3,4
COc1ccc(NC(=O)c2ccc(C(=O)Nc3ccc(OC)cc3OC)cc2)c(OC)c1,-5,-4,0.0,/,7,/,/,-5
CN(C)c1cccc(NC(=O)c2cccc3ccccc23)c1,4,-44,0.1,16,4,2.0,0,9
COc1cc(OC)cc(C(=O)NNC(=O)CNC(=O)c2ccc(Br)o2)c1,1,-5,0.0,6,-1,-4.4,-1,1
CCN1[C@@H]2c3ccc(C4=CCCC4)c(=O)n3C[C@@H]2[C@@H](CO)[C@@H]1C(=O)NCCCN(C)C,9,-10,0.0,/,-2,-2.7,/,/
CC1(C)Oc2ccc3ccc(=O)oc3c2C(/C=N/O)=C1Cl,2,3,0.0,-2,14,-0.6,-14,4
CN(C(=O)C(C)(C)C)c1ccc(OCC(=O)N2CCc3ccccc3C2)cc1,-15,-14,0.5,-11,-4,-1.9,0,-6
O=C(c1ccccc1F)N1CC[C@@H]2[C@@H](CO)Nc3ccc(Br)cc3[C@@H]21,-16,-13,0.3,1,2,-3.1,9,-2
Cc1ccc(S(=O)(=O)CCC(=O)OCc2ccccc2)cc1,-2,-18,0.4,/,-3,4.2,/,-7
CCn1c(=O)[nH]c(=O)c2c(N)c(C(=O)c3ccccc3OC)sc21,39,/,0.1,/,/,/,6,2
C[C@@H]1CN([C@H](C)CO)C(=O)Cc2cc(NS(=O)(=O)c3ccccc3)ccc2O[C@H]1CN(C)C,11,1,-0.1,4,0,-0.1,-10,-9
Cc1ccc(CN2CC(N3CCN(CC4CC4)CC3)CS2(=O)=O)cc1 (configuration not stated),6,1,0.4,0,5,1.1,-3,/
CCOC(=O)C1(CC/C(C)=N\NC(N)=O)CC(C)(C)OC1=O (configuration not stated),11,10,0.0,-4,0,-0.2,-8,13
C[C@@H]1CN([C@H](C)CO)C(=O)c2cc(NC(=O)Nc3ccc(C(F)(F)F)cc3)ccc2O[C@@H]1CN(C)C(=O)Nc1ccc2c(c1)OCO2,6,6,-1.2,0,0,1.2,17,-3
C[C@H](CO)N1C[C@H](C)[C@@H](CN(C)Cc2ccc(C(=O)Nc3ccccc3N)cc2)Oc2ccc(NS(=O)(=O)c3cn(C)cn3)cc2CC1=O,10,7,-0.6,/,2,-0.9,/,/
COC(=O)/C=C/c1cnc[nH]1,5,-8,0.0,3,0,-4.7,-1,-4
Nc1nnc(SCC(=O)c2ccc([N+](=O)[O-])cc2)s1,-6,-4,?,-7,0,-0.7,0,8
Cc1c2c(n3c(nc4ccccc43)c1C#N)N(CCCN(C)C)CC2,10,40,0.0,/,71*,-0.8,/,6
CCC1Oc2ccc(C)cc2N(CC(=O)NCCCN2CCCCC2C)C1=O (configuration not stated),-6,-72,0.0,-7,2,-1.3,0,3
Cc1cccc(NC(=S)NNC(=O)c2csc3c2CCC(C)C3)c1 (configuration not stated),5,-1,/,12,-4,-3.0,5,/
NC(=O)c1ccc(N2CCCCCC2)c([N+](=O)[O-])c1,-6,-8,0.0,/,-1,4.0,/,-9
O=C(CNc1cccc(S(=O)(=O)N2CCOCC2)c1)Nc1ccc(C(F)(F)F)cc1,-50,-16,-0.8,/,0,1.2,/,-12
O=C1Nc2ccc([N+](=O)[O-])cc2OC1CCN1CCOCC1 (configuration not stated),-7,-8,-0.2,2,0,2.6,-11,-1
COc1ccc(Cl)cc1NC(=O)CN(C)C(=O)c1ccc2c(c1)OCCO2,15,-6,-0.1,/,6,-0.8,-2,2
COc1ccc2c3c([nH]c2c1)[C@@H](CO)N(Cc1cccc(Cl)c1)CC31CN(C(C)=O)C1,16,-45,0.3,/,0,2.7,/,/
O=C(C[C@H]1C=C[C@H](NC(=O)Nc2ccc3c(c2)OCO3)[C@@H](CO)O1)NCc1ccc(F)cc1,3,8,-0.3,-5,-3,-2.3,-7,-9
CC(C)NC(=O)Nc1ccc2c(c1)C(=O)N([C@@H](C)CO)C[C@H](C)[C@H](CN(C)S(=O)(=O)c1cccs1)OCCCC[C@@H](C)O2,9,8,0.0,0,1,-2.2,2,-12
Cc1[nH][nH]c(=O)c1N=Nc1ccc(F)cc1,-4,1,0.0,-2,0,-0.3,-8,/
Cc1cn([C@H]2C[C@H](O)[C@@H](CCC(=O)NCc3ccccc3)O2)c(=O)[nH]c1=O,3,-7,0.3,-5,3,0.6,-11,-4
CCC(=O)Nc1ccc2c(c1)OC[C@H](C)N(Cc1ccccc1F)C[C@H](C)[C@H](OC)CN(C)C2=O,-7,17,-0.2,2,0,/,-4,-8
CCCCN(C(=O)C1=COCCO1)c1c(N)n(CCCC)c(=O)[nH]c1=O,-1,-14,0.0,-3,-2,-1.7,2,-1
Cc1nnc(SCC(=O)N(C)C2CCCCC2)n1C,9,-12,0.0,-3,-3,0.8,8,-5
O=C(O)CC(CC(=O)Nc1ccc(Oc2ccccc2)cc1)c1ccccc1 (configuration not stated),7,4,0.1,/,-8,-0.4,/,-7
CC(C)(NC(=O)c1ccccc1)c1nc2ccccc2s1,10,-7,0.0,10,-3,0.5,-4,-3
COCCn1c(=S)[nH]c2ccccc21,11,-5,-0.1,/,3,-1.1,/,10
Cn1c(=O)n(Cc2ccccc2)c(=O)c2c1nc1n2CCN1Cc1ccco1,-1,-12,0.0,/,-3,-0.6,/,23
COc1ccc(OC)c(C2=NS(=O)(=O)N(C)C(C(=O)NCc3ccco3)=C2)c1,25,5,0.0,-3,2,-0.5,-9,5
COc1ccc(C(=O)c2[nH]c(N)c(C(=O)c3c[nH]c4ccccc34)c2-c2ccc(F)c(OC)c2)cc1,-30,5,0.0,/,-2,-0.6,/,/

# Screening results: PubChem BioAssay, Broad Institute
